ALOX12 inh: Primary qHTS assay for inhibitors of human arachidonate 12S-lipoxygenase (ALOX12): Round 2; purified 12hLO, xylenol orange hydroperoxide absorbance; Potency, µM (series often up to 108 µM), without a hit: at the top dose activity change, negative = inhibition, most hits filed as inhibitors; 580,000 tested, 1.1% active; active = well fitted inhibition curve with a large enough effect; inconclusive = small, poorly fitted or top-dose-only effect, or another doubt; inactive = no such curve, though single readings can be large or run the other way
Target sequence (P18054 whole entry, looked up): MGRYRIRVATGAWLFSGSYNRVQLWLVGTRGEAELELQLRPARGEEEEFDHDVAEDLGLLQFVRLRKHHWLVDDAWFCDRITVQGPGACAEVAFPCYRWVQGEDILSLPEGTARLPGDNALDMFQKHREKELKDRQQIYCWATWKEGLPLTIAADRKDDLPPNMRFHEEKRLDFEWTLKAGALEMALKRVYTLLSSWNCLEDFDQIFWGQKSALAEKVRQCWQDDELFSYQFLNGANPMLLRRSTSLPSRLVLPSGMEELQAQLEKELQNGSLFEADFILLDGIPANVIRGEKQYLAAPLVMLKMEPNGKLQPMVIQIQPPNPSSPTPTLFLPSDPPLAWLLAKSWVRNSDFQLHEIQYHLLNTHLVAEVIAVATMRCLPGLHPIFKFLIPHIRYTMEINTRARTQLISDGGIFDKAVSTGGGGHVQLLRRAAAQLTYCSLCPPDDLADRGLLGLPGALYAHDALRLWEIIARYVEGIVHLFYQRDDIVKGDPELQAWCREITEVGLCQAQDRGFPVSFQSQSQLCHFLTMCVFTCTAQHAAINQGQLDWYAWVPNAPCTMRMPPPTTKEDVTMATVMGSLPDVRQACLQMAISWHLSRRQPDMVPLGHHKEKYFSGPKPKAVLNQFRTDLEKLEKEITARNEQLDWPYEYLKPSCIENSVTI
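Purified human 12hLO at 150 nM in 25 mM Hepes, 0.01% Triton X-100, pH 7.0, preincubated 15 min at room temperature with compound. Reaction started with 40 uM arachidonic acid, 30 min at room temperature. Hydroperoxide measured by Fe-xylenol orange, 573/405 nm absorbance ratio.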
An asterisk follows results filed as active; ? = inconclusive; [ ] = another dose, or the depositor's remark. % is scaled to controls: 0 for no effect and ±100 for the full control effect; potency is read from the fitted curve at half-maximal effect. Some of the compounds tested. The share of hits here may be higher or lower than overall.

1) Cc1nc2ccc(C(=O)OC(C)C(=O)NC(=O)NC3CCCC3)cc2nc1C (stereo not drawn)
  ALOX12 inh: -6%

2) O=C(c1ccccc1F)N1CCC2(CC1)NCCc1c2[nH]c2ccccc12
  ALOX12 inh: 25%

3) c1cc(-c2noc(C3CC3)n2)ccc1OC1CNC1
  ALOX12 inh: 28%

4) O=C(O)CCC(=O)N1Cc2[nH]cnc2C[C@H]1c1nc(-c2ccc(Cl)cc2)no1
  ALOX12 inh: 9%[176 µM]

5) CNC(=O)[C@@H]1CN(C(=O)c2sc(C)nc2C)C[C@H]1c1n[nH]c(C)n1
  ALOX12 inh: 49%[activator]

6) N#Cc1ccccc1NC(=O)c1ccccc1Oc1ccccc1
  ALOX12 inh: 9%

7) O=C(C1CCCCC1)N1CCC2(COc3ncccc3S(=O)(=O)N2)C1 (stereo not drawn)
  ALOX12 inh: ?

8) COc1ccc(CN2C(=O)[C@@H]3C[C@@H](O)CN3C3(CN(Cc4cccc(OC)c4)C3)C2=O)cc1
  ALOX12 inh: 49%[activator]

9) CN1CCc2[nH]cnc2C12CCN(C(=O)Cc1ccc(F)cc1Cl)CC2
  ALOX12 inh: 39%

10) CCCCCc1ccc(C#Cc2ccc(OC)cc2)cc1
  ALOX12 inh: 27%

11) O=C(CC12CC3CC(CC(C3)C1)C2)Nc1ccccc1C(=O)c1ccccc1
  ALOX12 inh: 6%

12) COCC(=O)N(C1CCOCC1)C1CCN(S(=O)(=O)c2ccc(F)c(F)c2)CC1
  ALOX12 inh: 5%

13) CC1(C)CC(=O)C2=C(C1)OC(N)=C(C#N)C2c1ccc(Br)o1 (stereo not drawn)
  ALOX12 inh: ?

14) CCCc1cc(=O)oc2cc(C)cc(OC(C)C(=O)NCCCN(C)C)c12 (stereo not drawn)
  ALOX12 inh: -23%

15) CCCCCCCC/C=N/NC(=O)c1ccc(C(C)(C)C)cc1
  ALOX12 inh: 55%[activator]

16) Cc1noc(C)c1CN1CCN(C(=O)C2CCCN2)CC1 (stereo not drawn)
  ALOX12 inh: 67%[activator]

17) O=S(=O)(c1cccc(F)c1)N1CC[C@@H]2COCCN(Cc3ccccc3)[C@@H]2C1
  ALOX12 inh: 27%

18) CC(C)(C(=O)O)C1CCOCC1
  ALOX12 inh: 28%

19) COc1ccccc1-c1cc(-c2cn[nH]c2)c2onc(C)c2n1
  ALOX12 inh: 43%[activator][176 µM]

20) Cc1ccc(-c2cc(Nc3ccccc3)nc(C)n2)cc1
  ALOX12 inh: 7.1µM*

7 entries from above, ordered by SMILES length, lowest first.
16) Cc1noc(C)c1CN1CCN(C(=O)C2CCCN2)CC1 (stereo not drawn)
  ALOX12 inh: 67%[activator]

15) CCCCCCCC/C=N/NC(=O)c1ccc(C(C)(C)C)cc1
  ALOX12 inh: 55%[activator]

9) CN1CCc2[nH]cnc2C12CCN(C(=O)Cc1ccc(F)cc1Cl)CC2
  ALOX12 inh: 39%

12) COCC(=O)N(C1CCOCC1)C1CCN(S(=O)(=O)c2ccc(F)c(F)c2)CC1
  ALOX12 inh: 5%

5) CNC(=O)[C@@H]1CN(C(=O)c2sc(C)nc2C)C[C@H]1c1n[nH]c(C)n1
  ALOX12 inh: 49%[activator]

17) O=S(=O)(c1cccc(F)c1)N1CC[C@@H]2COCCN(Cc3ccccc3)[C@@H]2C1
  ALOX12 inh: 27%

8) COc1ccc(CN2C(=O)[C@@H]3C[C@@H](O)CN3C3(CN(Cc4cccc(OC)c4)C3)C2=O)cc1
  ALOX12 inh: 49%[activator]

(listing goes on)
21) Cc1ccc(NC(=O)CSc2n[nH]c(=O)c3cc(-c4ccco4)nn23)cc1C
  ALOX12 inh: ?

22) O=C1CCCCC(Cc2cccnc2)(C(=O)NCc2ccc3c(c2)OCO3)N1 (stereo not drawn)
  ALOX12 inh: 3%

23) CN1c2cc(C(=O)Nc3ccc4c(c3)OCCO4)ccc2C(=O)N2CCCCCC21 (stereo not drawn)
  ALOX12 inh: -3%

24) CNC(=O)c1cc[nH]c1C1CCCN(C(=O)c2ccc(Br)o2)C1 (stereo not drawn)
  ALOX12 inh: -2%

25) Cc1cc(C(=O)NCC2Cn3cccc3C(=O)N2C)nn1C (stereo not drawn)
  ALOX12 inh: 32%[activator]

26) Cc1ccc(-n2c(SCc3nnnn3-c3ccccc3)nnc2N2CCCCC2)cc1
  ALOX12 inh: 0%

27) CCOC(=O)c1nc2ccccc2nc1NCc1ccc2c(c1)OCO2
  ALOX12 inh: 4%

28) O=C(NCc1ccc2c(c1)OCO2)c1nc(-c2cccnc2)c2ccccn12
  ALOX12 inh: 38%[activator]

29) COc1ccc(CCNc2ncnc3sc(C(=O)N(C)C)c(C)c23)cc1OC
  ALOX12 inh: 14%

30) COC(=O)c1cc(CNC(=O)c2cccc(F)c2)cc(NC(=O)c2ccccc2OC)c1
  ALOX12 inh: 11%

31) O=C(Cc1csc(-c2ccccc2Cl)n1)Nc1nccs1
  ALOX12 inh: 6%

32) CCCC(=O)NC1CCN(c2cnn(C)c(=O)c2)CC1
  ALOX12 inh: 14%

33) O=C(NCc1ccccn1)C1CC2CCC1C2 (stereo not drawn)
  ALOX12 inh: 8%

34) CS(=O)(=O)N1CCOc2ccc(CCC(=O)NCCCN3CCOCC3)cc2C1
  ALOX12 inh: 3%

35) CO[C@H]1COCCN(c2nc3ccccc3o2)C1
  ALOX12 inh: 10%[176 µM]

36) Cc1nc(C)c(C(=O)N2CCCC2c2nc(CCOCC3CC3)no2)s1 (stereo not drawn)
  ALOX12 inh: 38%

37) O=C(c1cc2c(s1)CCCCC2)N1CCN(c2nccs2)CC1
  ALOX12 inh: -13%

38) CCCNC(=O)NCCc1ncc(C)n1C(C)C
  ALOX12 inh: 39%

39) CCCS(=O)(=O)Nc1ccc2n(c1=O)C[C@H]1C[C@@H]2CN(C(=O)c2ccc(-c3ccccc3)cc2)C1
  ALOX12 inh: -15%

40) CCOC(C)C(=O)NN (stereo not drawn)
  ALOX12 inh: ?

ALOX12 inh: hit marks shown above.
20) Cc1ccc(-c2cc(Nc3ccccc3)nc(C)n2)cc1
  ALOX12 inh: 7.1µM*

Following part:
41) CC(c1ccccc1Cl)N(C)CCS(=O)(=O)CCC(N)=O (stereo not drawn)
  ALOX12 inh: 20%

42) COc1ccc(-c2cc(C[C@@H]3CC[C@H](O)[C@@H](CN(Cc4cccc(OC)c4)Cc4cccc(OC)c4)O3)no2)cc1
  ALOX12 inh: 18%

43) COc1ccc(OCc2nc(C)c(CCO)c(=O)n2CC(=O)N(C)c2cccc(C)c2)cc1
  ALOX12 inh: 56%[activator]

44) COc1cccc([C@@H]2CN(C(=O)c3n[nH]c4c3CCCC4)C[C@H]2C(=O)O)c1
  ALOX12 inh: -6%

45) CCN(Cc1cccc(F)c1)C(=O)COc1ccc2ccc(=O)oc2c1
  ALOX12 inh: -19%

46) C[C@@H]1CN(C(=O)c2ccc3c(c2)NC(C)(CNc2ccccc2)CO3)C[C@H](C)O1 (stereo partly drawn)
  ALOX12 inh: 9%[176 µM]

47) Cc1cc(C(=O)NCc2cccs2)c2c(C3CCCNC3)noc2n1 (stereo not drawn)
  ALOX12 inh: 1%[6.33 µM]

48) COc1cc(/C=C2/NC(=O)NC2=O)ccc1OCc1ccccc1F
  ALOX12 inh: 5%

49) CN1CC(=O)N(C2CCCNCC2)Cc2c(NCCN3CCOCC3)ncnc21 (stereo not drawn)
  ALOX12 inh: -26%[6.33 µM]

50) CCN(Cc1ccccc1)C(=O)CC1CCCN(c2cnn(CC3CC3)c(=O)c2)C1 (stereo not drawn)
  ALOX12 inh: 25%

Of the compounds above, seven contain fluorine.
2) O=C(c1ccccc1F)N1CCC2(CC1)NCCc1c2[nH]c2ccccc12
  ALOX12 inh: 25%

9) CN1CCc2[nH]cnc2C12CCN(C(=O)Cc1ccc(F)cc1Cl)CC2
  ALOX12 inh: 39%

12) COCC(=O)N(C1CCOCC1)C1CCN(S(=O)(=O)c2ccc(F)c(F)c2)CC1
  ALOX12 inh: 5%

17) O=S(=O)(c1cccc(F)c1)N1CC[C@@H]2COCCN(Cc3ccccc3)[C@@H]2C1
  ALOX12 inh: 27%

30) COC(=O)c1cc(CNC(=O)c2cccc(F)c2)cc(NC(=O)c2ccccc2OC)c1
  ALOX12 inh: 11%

45) CCN(Cc1cccc(F)c1)C(=O)COc1ccc2ccc(=O)oc2c1
  ALOX12 inh: -19%

48) COc1cc(/C=C2/NC(=O)NC2=O)ccc1OCc1ccccc1F
  ALOX12 inh: 5%

(next part)
No. | Structure | ALOX12 inh
51 | Cc1ccc(-c2ccc(/C=C/C(=O)c3ccc(Cl)cc3)o2)cc1Cl | ?
52 | O=C1Nc2ccccc2OCC12CCN(Cc1ccccn1)CC2 | 66%[activator][176 µM]
53 | COc1cccc(C(=O)N[C@@H]2CN(c3ccccn3)C[C@H]2CN(C)C)c1 | 57%[activator]
54 | NC(=O)c1cc(S(=O)(=O)NCC2CCN(Cc3ccc(F)cc3)CC2)cs1 | -4%
55 | O=C(NC1C[C@H]2CC[C@@H](C1)N2C(=O)C1CCC1)c1ccc(F)cc1 (stereo partly drawn) | 54%[activator]
56 | COc1cc(OC)cc(C(=O)N2CCC3(C2)NC(=O)N(Cc2ccc(Cl)cc2)C3=O)c1 (stereo not drawn) | -23%
57 | Cc1noc(C)c1S(=O)(=O)N1CCC(N(CCC(C)C)C2CCOCC2)CC1 | 13%
58 | CCC(C)C(NC(=O)OC(C)(C)C)C(=O)NC(Cc1ccccc1)C(N)=O (stereo not drawn) | -10%
59 | Cn1cnnc1C1CCCN(S(=O)(=O)N2CCCCCC2)C1 (stereo not drawn) | 20%
60 | Cc1ccc(C)c(Cn2c(-c3cccc(Cl)c3)nc(C)c(CCO)c2=O)c1 | -24%
61 | COc1ccc(CN2CCC3(CC2)c2ccccc2[C@@H](NC(=O)c2ccsc2)[C@@H]3OC)cc1O | 4%
62 | O=C(O)COc1ccc(-c2nccc3c2C(=O)N(Cc2cccc(C(F)(F)F)c2)CC(CNC(=O)C2CCOCC2)O3)cc1 (stereo not drawn) | -18%
63 | Cc1ccc(NC(=O)COc2ncnc3ccccc23)c([N+](=O)[O-])c1 | -2%
64 | Cc1ccccc1NC(=O)C(=O)c1c[nH]c2ccccc12 | -3%
65 | COc1ccc(NC(=O)CCc2ccc3c(c2)CN(C(=O)NC(C)C)CCO3)cn1 | 54%[activator]
66 | COc1ccc(C(=O)N2CCN(CC3CC3)[C@@H]3CS(=O)(=O)C[C@@H]32)c(C)c1 | 7%
67 | CCN(CC(=O)Nc1cccc(OC)c1)C(=O)c1ccc(-c2ccccc2Cl)o1 | -5%
68 | CCNC(=O)Nc1ccc(C(C(=O)O)N2CCOCC2)cc1OC (stereo not drawn) | 7%
69 | COc1ccc(Cl)cc1NC(=O)c1nc2ccccc2nc1N1CCCC1 | ?
70 | Cc1cc(Cl)ccc1S(=O)(=O)N1C[C@@H](C(N)=O)[C@H](C2CCN(C)CC2)C1 | -30%
71 | CC(c1ccccc1)N(C)C(=O)CCCc1c[nH]c2ccccc12 (stereo not drawn) | -6%
72 | COc1ccc(OC)c(NC(=O)c2nc3ccccc3nc2N2CCCCC2)c1 | -5%
73 | CCN1c2cc(C(=O)Nc3ccc(OC)cc3OC)ccc2C(=O)N2CCCCC21 (stereo not drawn) | 18%
74 | Cc1cc(=O)n(CC(=O)NCc2ccc3c(c2)OCO3)c(N2CCc3ccccc3C2)n1 | 4%
75 | COc1ccc(OC)c(/C=C2\Oc3cc(OS(C)(=O)=O)ccc3C2=O)c1 | -18%
76 | Cn1c(C(=O)N[C@@H]2COCC[C@H]2Oc2ccc(C#N)cc2)cc(=O)n(C)c1=O | 12%
77 | Fc1ccc(OC2CNC2)cc1F | 6%[12.5 µM]
78 | COc1ccc(N(CC(F)(F)F)C(=O)Cn2cnc3c2c(=O)n(C)c(=O)n3C)cc1 | -23%
79 | COCCO[C@H]1C(=O)N(C2CCN(C(=O)NC3CCCCC3)CC2)[C@H]1c1ccncc1 | 20%
80 | COCC(=O)N1CCC(C2CCN(C(=O)c3ccncc3)CC2)C1 (stereo not drawn) | 34%

Another view of part of the listing above:
No.	ALOX12 inh	SMILES
68	7%	CCNC(=O)Nc1ccc(C(C(=O)O)N2CCOCC2)cc1OC (stereo not drawn)
69	?	COc1ccc(Cl)cc1NC(=O)c1nc2ccccc2nc1N1CCCC1

The list continues.
No. | Structure | ALOX12 inh
81 | Cc1ccccc1C(=O)Nc1ccc(N(C)C)cc1 | ?
82 | COc1ccc(-n2nc(C3CCN([S+](=O)([O-])c4c(C)noc4C)CC3)[nH]c2=O)cc1 | 45%[activator]
83 | Cc1cccc(CN2CC(N(Cc3cccnc3)S(C)(=O)=O)C2)c1 | -11%
84 | O=C(O)Cn1ccc2cc(OCCc3cccc(-c4ccc(F)cc4F)c3)cnc21 | ?
85 | O=C(NCc1ccc(F)cc1)N1CCCC(Cc2nncn2-c2ccccc2)C1 (stereo not drawn) | 35%
86 | CC1CCN(c2oc(COc3ccccc3F)nc2C#N)CC1 | ?
87 | Cc1ccc2cc(C(=O)NC3CCS(=O)(=O)C3)c(C)nc2c1 (stereo not drawn) | -1%
88 | COc1ccc(CCNC(=O)CN(c2ccc(Br)cc2)S(C)(=O)=O)cc1OC | -28%
89 | CCc1ccc(CN2CCCC23Cc2ccccc2CNC3=O)s1 (stereo not drawn) | 2%[6.33 µM]
90 | Fc1ccc(CN2CCN(c3ncc(Cc4ccccc4)cn3)CC2)c(Cl)c1 | -17%
91 | O=C(NCc1ccc2c(c1)OCO2)c1csc(N2CCN(c3ccc(F)cc3)CC2)n1 | 12%
92 | Cc1ccc(C)c(C(C)NC(=O)CC23CC4CC(CC(C4)C2)C3)c1 (stereo not drawn) | 2%
93 | COCC1CN(C(C)=O)CC12CCN(C1CCN(C(C)=O)CC1)CC2 (stereo not drawn) | 66%[activator]
94 | CCn1cc(S(=O)(=O)N2C[C@@H](Oc3ccccc3)C[C@H]2C(=O)N2CCCC2)cn1 | 19%
95 | COCc1cccc(C(=O)N2CC[C@@](C)(O)[C@@H](O)C2)n1 | 32%
96 | CCN(CC)S(=O)(=O)c1ccc(NC(=O)Cn2nnc(-c3ccc(F)cc3)n2)cc1 | 8%
